# Bim-Mcl-1 – human Bim-Mcl-1 interaction inhibition; Q07820; Bead-based flow cytometry, Bim peptide-Mcl-1 binding; inhibition, % at 10 µM; 190,000 compounds, 0.1% hits; AID 1009;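 also: 0% = no compound tracer wells and 100% = peptide blocker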
# Bim-Bcl-2 – inhibitors of Bim-Bcl-2 interaction, human; inhibition, % at 10 µM; Bead-based flow cytometry, Bim peptide-Bcl-2 binding; 190,000 compounds, 0.06% hits; P10415; in the data active = inhibition above about 40%; inconclusive = no clear call, values can overlap the other calls;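 also: 0% = no compound wells with probe peptide and 100% = reference peptide inhibitor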
# Bim-Bfl-1 – disrupts Bim binding to human Bfl-1; Q16548; Bead-based flow cytometry, Bim-Bfl-1 binding inhibition; inhibition, % at 10 µM; 190,000 compounds, 0.12% hits; AID 1008;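 also: 0% = wells without compound plus tracer and 100% = blocker peptide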
# RGS4-Gao reg – modulates binding of RGS4 to human Galphao; Multiplexed bead flow cytometry; actives lie on both sides; binding response (% of control), % at 10 µM; 220,000 compounds, 0.33% hits; AID 1415; in the data active = binding response below about 49% or above about 150%; inactive = in between;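 also: fluorescent Galphao activated with aluminum fluoride binding bead-coupled RGS4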
# Target sequence (P09471 whole entry, looked up): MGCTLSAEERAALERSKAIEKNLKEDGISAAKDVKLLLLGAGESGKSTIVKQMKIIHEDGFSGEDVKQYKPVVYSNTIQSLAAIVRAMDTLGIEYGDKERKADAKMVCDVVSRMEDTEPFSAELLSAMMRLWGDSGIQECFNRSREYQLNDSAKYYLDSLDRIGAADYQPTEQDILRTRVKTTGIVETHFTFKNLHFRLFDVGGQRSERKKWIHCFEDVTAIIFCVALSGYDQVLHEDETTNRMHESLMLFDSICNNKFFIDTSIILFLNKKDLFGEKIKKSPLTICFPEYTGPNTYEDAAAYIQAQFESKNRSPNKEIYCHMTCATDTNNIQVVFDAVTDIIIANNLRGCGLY
# Bcl-B Bim block – human Bim-Bcl-B interaction inhibition; bead-based flow cytometry, Bim peptide-Bcl-B binding; inhibition, % at 10 µM; Q9HD36; 190,000 compounds, 0.073% hits;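 also: 0% = tracer peptide without compound and 100% = reference inhibitor peptide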
# Target sequence (Q9HD36 whole entry, looked up): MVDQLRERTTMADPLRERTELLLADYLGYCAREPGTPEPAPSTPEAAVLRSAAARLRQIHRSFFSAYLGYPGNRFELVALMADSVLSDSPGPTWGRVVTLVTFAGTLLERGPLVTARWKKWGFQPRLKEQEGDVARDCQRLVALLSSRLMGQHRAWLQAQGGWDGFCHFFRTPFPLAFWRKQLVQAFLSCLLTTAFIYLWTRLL
# GSH fluor – GSH bead compound fluorescence profile. GSH beads flow cytometry, compound fluorescence 488/530 nm; hits give high values. fluorescence (KMESF) at 10 µM. 190,000 compounds, 0.25% hits. AID 1776; in the data active = fluorescence above about 89;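 also: glutathione beads carrying GST-tagged Bcl family fusion proteins plus one bare bead set; values are compound well signal with DMSO vehicle wells as background; inactives centre near 16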
# RGS7-Gao reg – human RGS7-Galphao interaction regulation; P09471; Multiplexed bead flow cytometry, RGS7-Galphao binding; actives lie on both sides; binding response (% of control), % at 10 µM; 220,000 compounds, 0.35% hits; AID 1439; in the data active = binding response below about 49% or above about 150%; inconclusive = no clear call, values can overlap the other calls; inactive = in between;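 also: fluorescent Galphao held in activated GDP-AlF4 state binding bead-coupled RGS7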
# RGS8-Gao reg – modulates binding of RGS8 to human Galphao; P09471; multiplexed bead flow cytometry; actives lie on both sides; response (percent of control binding), % at 10 µM; 220,000 compounds, 0.34% hits; AID 1423; in the data active = response below about 60% or above about 140%; inactive = in between;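 also: Galphao activated as the GDP aluminium fluoride complex binding bead-coupled RGS8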
# Bcl-W Bim block – inhibitors of Bim-Bcl-W interaction, human. 190,000 compounds, 0.02% hits. bead-based flow cytometry, Bim peptide-Bcl-W binding. Q92843. inhibition, % at 10 µM;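 also: 0% = bound tracer without compound and 100% = peptide blocker; higher means less fluorescent Bim peptide bound to Bcl-W beads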
# Target sequence (Q92843 whole entry, looked up): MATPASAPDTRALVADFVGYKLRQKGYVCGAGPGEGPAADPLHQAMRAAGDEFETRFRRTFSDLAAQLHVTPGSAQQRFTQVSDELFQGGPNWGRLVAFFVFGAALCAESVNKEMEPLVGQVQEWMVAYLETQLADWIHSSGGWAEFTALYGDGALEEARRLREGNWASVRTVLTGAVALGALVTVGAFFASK
# Mcl1-Bid inh – disrupts binding of human Mcl-1 to Bid peptide; Q07820; AID 1021; 220,000 compounds, 0.97% hits; TR-FRET Mcl-1/Bid-Dy647 peptide binding, 1536-well; inhibition, % at 21.7 µM;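 active = compounds that cut the binding signal by more than half at the single screening dose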;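 also: His-tagged Mcl-1 with europium anti-His antibody binding Bid BH3 peptide; 0% = Mcl-1 plus peptide wells and 100% = peptide-only wells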
# Bcl-XL Bim block – disrupts Bim peptide binding to human Bcl-XL | 190,000 compounds, 0.04% hits | inhibition, % at 10 µM | bead flow cytometry, fluorescence | AID 1007 | Q07817
# Target sequence (Q07817 whole entry, looked up): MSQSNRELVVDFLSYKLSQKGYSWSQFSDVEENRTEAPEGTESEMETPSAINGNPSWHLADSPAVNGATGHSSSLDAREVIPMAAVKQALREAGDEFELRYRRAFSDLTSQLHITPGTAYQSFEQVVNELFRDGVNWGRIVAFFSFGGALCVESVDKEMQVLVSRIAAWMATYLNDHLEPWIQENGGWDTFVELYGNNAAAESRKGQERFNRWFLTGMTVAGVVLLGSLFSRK
# * hit, by the source's call; ? = inconclusive. Rule as the data show it, unless noted: active = inhibition above about 40%.
SMILES,Bim-Mcl-1,Bim-Bcl-2,Bim-Bfl-1,RGS4-Gao reg,Bcl-B Bim block,GSH fluor,RGS7-Gao reg,RGS8-Gao reg,Bcl-W Bim block,Mcl1-Bid inh,Bcl-XL Bim block
O=C1CC(c2cccc([N+](=O)[O-])c2)c2c(ccc3ccccc23)N1 (configuration not stated),-3,0,-2,102,-1,22,101,102,-2,0,-2
O=c1c(-c2ccnn2-c2ccc(F)cc2)cnc2n1CCS2,-2,-8,-8,98,-10,11,102,101,-1,-7,-5
Cc1ccc(C)c(/C(O)=C2/C(=O)C(=O)N(CCN3CCOCC3)C2c2ccc(C)o2)c1 (configuration not stated),-3,-10,-12,84,-8,15,83,85,0,-25,-3
CC(C)c1ccc(S(=O)(=O)N2CCN(CCC(=O)Nc3ccc(N(C)C)cc3)CC2)cc1,0,-4,1,103,-4,54,101,102,7,-33,-15
CCOC(=O)c1c(C)[nH]c(C=Nc2ccc(OC)cc2)c1O,-2,-4,-4,107,-5,11,104,105,-5,-36,-7
CCN(CC)S(=O)(=O)c1ccc(OC)c(NC(=O)c2cccc(C)c2[N+](=O)[O-])c1,-4,-7,-8,97,-9,16,?,99,-4,4,-5
COc1cc(NC(=O)Cn2c(-c3cncs3)nc3ccccc32)cc(OC)c1OC,-3,-13,-21,102,-7,26,100,98,-1,-7,-8
O=C(NC1CCN(Cc2ccccc2)CC1)C1COc2ccccc2O1 (configuration not stated),-1,-5,-12,106,-7,29,104,105,0,-5,0
CSc1nc(NCCOCCO)c2sc3nc(-c4ccco4)c4c(c3c2n1)CCC4,9,2,14,94,6,13,99,98,17,19,8
Cc1cc(NS(=O)(=O)N(C)C)ccc1C(C)C,0,-10,-14,100,-8,23,101,101,0,-10,-5
CCO/C=C1\C(=O)N(c2ccc(OCC)cc2)C(=O)c2ccccc21,3,2,2,98,3,14,?,100,-4,-25,-5
CCN(CC)S(=O)(=O)c1cc(NC(=O)CCNC(=O)c2ccccc2Cl)ccc1C,-1,0,1,100,-2,8,101,100,-3,-39,-3
CC1(C)CC(O)C(C(O)c2cccc([N+](=O)[O-])c2)C(C)(C)N1 (configuration not stated),0,-2,-9,102,-6,13,103,99,-5,-5,-4
CSc1nc2sc3c(c2c(=O)n1C)CCC(C)C3 (configuration not stated),0,-2,-5,102,-3,5,104,101,2,-15,-6
CCOc1cc(/C=N/NC(=O)c2cc(C3CC3)[nH]n2)ccc1O,-3,-4,4,97,0,10,98,99,-1,-26,-3

# Quoted at random: two entries already listed.
SMILES,Bim-Mcl-1,Bim-Bcl-2,Bim-Bfl-1,RGS4-Gao reg,Bcl-B Bim block,GSH fluor,RGS7-Gao reg,RGS8-Gao reg,Bcl-W Bim block,Mcl1-Bid inh,Bcl-XL Bim block
CCO/C=C1\C(=O)N(c2ccc(OCC)cc2)C(=O)c2ccccc21,3,2,2,98,3,14,?,100,-4,-25,-5
Cc1ccc(C)c(/C(O)=C2/C(=O)C(=O)N(CCN3CCOCC3)C2c2ccc(C)o2)c1 (configuration not stated),-3,-10,-12,84,-8,15,83,85,0,-25,-3

# Other results follow:
SMILES,Bim-Mcl-1,Bim-Bcl-2,Bim-Bfl-1,RGS4-Gao reg,Bcl-B Bim block,GSH fluor,RGS7-Gao reg,RGS8-Gao reg,Bcl-W Bim block,Mcl1-Bid inh,Bcl-XL Bim block
COc1ccc(Cn2c(C)nnc2-c2cnn(C)c2N)cc1OC,0,-2,-4,99,0,13,101,100,-2,-12,0
Cc1cccc(OCCCOc2cccc3cccnc23)c1C,-3,-3,-1,100,1,64,103,99,0,-5,2
Cc1ccc(NC(=O)c2cc(N3C(=O)C=CC3=O)ccc2N2CCOCC2)cc1Cl,-19,10,24,95,-8,3,107,80,1,11,-2
Cc1cc(C)n(C(=O)c2ccc(C)o2)n1,-1,-7,-10,101,-7,13,99,102,-2,-15,-1
COc1ccc(NC(=S)Nc2ccc(C)c(Cl)c2)cc1OC,-4,-3,0,101,-4,11,93,101,-3,-35,-3
N[C@@H](CO)c1nnc([C@H](CCC(=O)O)NC(=O)C2CCNCC2)o1,0,-4,-4,100,-1,22,104,102,-1,4,-1
O=C(NCCc1ccccc1)C(c1cccs1)N(C(=O)CCl)c1ccc(Cl)cc1 (configuration not stated),-5,0,-6,108,0,9,107,105,-2,1,-7
CC1CCCCN1S(=O)(=O)c1ccc(S(=O)(=O)N2CCN(c3ccc(F)cc3)CC2)cc1 (configuration not stated),5,0,-2,100,1,24,98,100,3,2,-7
Cc1sc2nc3ccc(NCc4ccco4)nn3c(=O)c2c1C,8,0,2,97,0,23,93,94,10,-53,-3
Cc1cc(C)c(S(=O)(=O)NC(C)C)c(C)c1-n1cnnn1,3,-2,-5,100,-1,19,102,103,2,-25,1
CC(C)CC(=O)N1CCN(S(=O)(=O)c2ccc3ccccc3c2)CC1,-3,-2,-1,133,2,31,118,120,0,4,0
O=C(CC1CC2CCC1C2)Nc1nc(-c2ccccn2)cs1 (configuration not stated),0,2,8,91,-7,11,?,92,2,-75,-1
COc1ccc2oc(=O)c(/C(C)=N/Nc3nc(-c4cc(C)ccc4C)cs3)cc2c1,-4,-3,0,95,-10,18,98,100,-5,-18,-6
COc1cccc(N=c2oc3c(C)ncc(CO)c3cc2C(=O)Nc2ccccc2OC)c1,3,-4,-10,100,-2,7,102,103,4,49,-5
COc1ccc(CN(C)C(C)C(=O)Nc2ccc(S(=O)(=O)N3CCCC3)cc2)c(OC)c1OC (configuration not stated),0,-2,-1,92,1,12,91,98,-1,-5,2

# Of the compounds above, 4 have a Cl atom:
SMILES,Bim-Mcl-1,Bim-Bcl-2,Bim-Bfl-1,RGS4-Gao reg,Bcl-B Bim block,GSH fluor,RGS7-Gao reg,RGS8-Gao reg,Bcl-W Bim block,Mcl1-Bid inh,Bcl-XL Bim block
CCN(CC)S(=O)(=O)c1cc(NC(=O)CCNC(=O)c2ccccc2Cl)ccc1C,-1,0,1,100,-2,8,101,100,-3,-39,-3
Cc1ccc(NC(=O)c2cc(N3C(=O)C=CC3=O)ccc2N2CCOCC2)cc1Cl,-19,10,24,95,-8,3,107,80,1,11,-2
COc1ccc(NC(=S)Nc2ccc(C)c(Cl)c2)cc1OC,-4,-3,0,101,-4,11,93,101,-3,-35,-3
O=C(NCCc1ccccc1)C(c1cccs1)N(C(=O)CCl)c1ccc(Cl)cc1 (configuration not stated),-5,0,-6,108,0,9,107,105,-2,1,-7

# (cont.)
SMILES,Bim-Mcl-1,Bim-Bcl-2,Bim-Bfl-1,RGS4-Gao reg,Bcl-B Bim block,GSH fluor,RGS7-Gao reg,RGS8-Gao reg,Bcl-W Bim block,Mcl1-Bid inh,Bcl-XL Bim block
Cc1ccc(COn2c(-c3ccc(Cl)cc3)nc3ccc([N+](=O)[O-])cc32)cc1,-4,-2,0,97,-7,29,95,97,-2,-12,-2
O=C(O)CN1CCN(c2ncc(C(F)(F)F)cc2Cl)CC1,-2,0,0,105,-3,10,103,99,-3,8,-2
CC1(C)Cc2nc(NCCCO)c(C#N)cc2CO1,-3,0,-2,100,-1,23,102,100,0,-33,1
O=C(CS(=O)c1ccc(C(F)(F)F)cc1[N+](=O)[O-])Oc1ccc(Cl)cc1 (configuration not stated),-2,-4,0,104,-3,4,106,98,-2,-20,-3
NC(=O)c1ccccc1NC(=O)Nc1ccccc1Cl,0,-1,-5,100,-3,10,102,101,-2,-1,-4
C#CCOCCOCCOCCNc1nc(N2CCOCC2)nc(N2CCN(C(=O)[C@H](CCC(=O)O)n3cc(C(N)[C@H](C)CC)nn3)CC2)n1 (some centres not stated),-3,0,5,94,4,20,93,91,-3,20,-5
COc1ccc2c(Cl)c(-c3nnc4n3CCCCC4)sc2c1,0,-9,-10,95,-9,54,99,97,4,14,-12
Cc1ccccc1NC(=O)C1c2cccc[n+]2CC(=O)N1Cc1ccc2c(c1)OCO2 (configuration not stated),-7,1,-3,102,-5,9,102,101,0,8,-2
CC(C)CNC(=O)Cn1c(=O)c2c(ncn2CC(C)C)n(Cc2ccccc2)c1=O,-5,-4,-7,103,-5,26,98,102,2,-16,0
O=c1c2cc(N3CCOCC3)ccc2[nH]c(=S)n1CCN1CCCC1,-1,-9,-4,105,-3,27,102,101,-1,-27,-1
Cc1ccn2cc(-c3ccc(NS(=O)(=O)c4ccccc4)cc3)nc2c1,4,-4,-9,100,-2,8,102,99,1,-43,3
Cc1cc(C)c(S(=O)(=O)NCCn2c(C)cc3ccccc32)c(C)c1,-1,-6,-9,99,-9,28,102,102,0,-24,-3
O=C(/C=C/c1ccc(Cl)cc1Cl)NCCSc1ccccc1,-3,1,-3,96,-8,13,96,98,-7,-16,-6
O=C(COC(=O)c1ccc(Cl)nc1)NCc1ccco1,0,-2,-8,101,0,14,104,95,0,-28,-1
Cc1ccc(Cn2cc(S(=O)(=O)c3ccc(C(C)C)cc3)c(=O)c3cc4c(cc32)OCO4)cc1,-1,-1,-5,94,-5,12,96,101,-5,-5,-5
CN1CCC(NC(=O)c2cccs2)CC1,0,-3,-5,99,-2,29,99,102,0,-10,-2
CC(NC(=O)COC(=O)Cc1ccsc1)C1CC2CCC1C2 (configuration not stated),-8,-2,-2,84,-3,66,89,74,-2,-22,-15
CCNc1nc(-c2ccc(Cl)cc2)cs1,0,0,0,90,-2,9,93,95,0,10,-1
CC(OC(=O)c1nsc(Cl)c1Cl)C(=O)NCc1ccco1 (configuration not stated),0,-4,-2,105,0,9,102,95,-2,-39,-4
Cc1ccc(N2C(=O)C3N=NN(CC(=O)N4N=C(c5ccccc5)CC4c4ccccc4)C3C2=O)cc1 (configuration not stated),-2,-1,-2,98,1,11,102,100,-1,-19,-3
CC(=O)OC1CC(C)N(C(=O)c2ccccc2)c2ccc(C)cc21 (configuration not stated),0,-6,-7,100,-4,8,104,96,3,-15,0
CCCc1ccc(-c2cc(C(=O)Nc3ccc([N+](=O)[O-])cn3)c3ccccc3n2)cc1,-2,-6,-7,103,-7,15,101,103,-4,-1,-8
Cc1c(C(=O)O)sc(=S)n1-c1ccc(Cl)cc1,-3,-6,-15,99,-8,36,99,99,-1,-14,-9
CC(=O)Nc1ccc(NS(=O)(=O)c2ccc(Cl)c(C(=O)O)c2)cc1,-1,-6,-12,105,-8,36,105,102,-1,-36,-9
O=C(CCCCCCN1C(=O)c2ccccc2C1=O)N1CCC(c2ccccc2)C1 (configuration not stated),0,28,0,101,-5,20,102,99,-1,-5,1
